High-throughput results deposited in PubChem by several laboratories.
MT1-MMP act inh = inhibitors of human MT1-MMP activation | P50281 | HT1080 RFP-PRO-GFP cells, GFP/RFP ratio fluorescence, overnight; percent of plate control window, DMSO zero | GFP/RFP ratio change, % at 20 µM | hit rate 0.061% among 360,000 | AID 651647;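 active means GFP/RFP ratio change of at least 30% with cell ATP level not reduced by more than half and red fluorescence within 50% of control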; further: strong numbers were not always called active
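Assay system: HT1080 RFP-PRO-GFP cells | Dosing: 20 µM single dose, 1% DMSO | Incubation: Cells overnight before dosing, compound overnight, 37 °C, 5% CO2 | Evaluation: GFP/RFP fluorescence ratio | Control set: DMSO-only wells and HT1080 RFP-L50D-GFP cell wells as references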
FAS-TE inh = blocks the thioesterase domain of human fatty acid synthase. recombinant FAS-TE, OMFH fluorogenic substrate, fluorescence endpoint. hit rate 0.67% among 360,000. AID 602261. inhibition, % at 15 µM. P49327;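 active means compounds whose normalised, plate-corrected inhibition of enzyme fluorescence in the single-dose primary screen is 50% or more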;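 further: 0% = DMSO with enzyme and 100% = substrate without enzyme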
E coli Lon inh = E. coli protease La inhibition. AID 602123. purified E. coli Lon protease, fluorescence polarization. P0A9M0. hit rate 0.42% among 360,000. inhibition, % at 7.94 µM; in the data active means inhibition above about 13%, passing the limit was not always enough;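 further: 0% = enzyme with probe and DMSO and 100% = no enzyme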
PABP1 MLLE inh = blocks PAM2 peptide binding to the PABP1 MLLE domain | P11940 | hit rate 0.36% among 360,000 | AID 588489 | inhibition, % at 20 µM | GST-MLLE / FITC-PAM2 fluorescence polarization; in the data active means inhibition above about 35%, passing the limit was not always enough;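 further: plate controls were DMSO wells with GST-MLLE for no effect and wells lacking GST-MLLE protein for full effect; some results filed as inactive read as strong as hits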
Target sequence (P11940 whole entry, looked up, the tested form may be a part): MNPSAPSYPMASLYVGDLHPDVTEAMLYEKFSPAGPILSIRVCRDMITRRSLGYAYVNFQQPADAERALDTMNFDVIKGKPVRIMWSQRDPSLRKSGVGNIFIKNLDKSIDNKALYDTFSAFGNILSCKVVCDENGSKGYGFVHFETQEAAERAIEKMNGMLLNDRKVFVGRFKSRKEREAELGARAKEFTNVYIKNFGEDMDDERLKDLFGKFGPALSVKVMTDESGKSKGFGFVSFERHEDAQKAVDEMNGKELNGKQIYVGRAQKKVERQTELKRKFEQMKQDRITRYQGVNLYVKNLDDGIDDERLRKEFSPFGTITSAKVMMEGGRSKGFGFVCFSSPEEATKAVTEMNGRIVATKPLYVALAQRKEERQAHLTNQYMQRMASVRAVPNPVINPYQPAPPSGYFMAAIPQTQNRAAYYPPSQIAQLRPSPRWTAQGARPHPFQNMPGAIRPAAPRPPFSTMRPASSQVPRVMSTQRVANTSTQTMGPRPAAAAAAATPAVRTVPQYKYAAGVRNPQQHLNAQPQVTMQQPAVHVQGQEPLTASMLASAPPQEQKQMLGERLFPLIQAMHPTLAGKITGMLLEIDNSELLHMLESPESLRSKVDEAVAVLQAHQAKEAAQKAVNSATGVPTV
SKN-1 inh = C. elegans SKN-1 inhibition | hit rate 0.49% among 360,000 | C. elegans VP596 Pgst-4::GFP/RFP ratio, acrylamide-induced, 24 h | inhibition, % at 21.8 µM;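 active means interference check ratio from 0.5 to 1.5 plus GFP to RFP signal ratio inhibition reaching or exceeding a fixed threshold, cut at about 30% in these data, passing the limit was not always enough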; further: some compounds called inactive have numbers as strong as hits
Rin1 Abl inh = inhibitors of human Rin1-Abl protein interaction | P00519+Q13671 | TR-FRET Rin1/Abl binding, biochemical | inhibition, % at 7.35 µM | hit rate 0.4% among 360,000; in the data active means inhibition above about 5%, passing the limit was not always enough
Neddyl block = blocks human cullin neddylation; TR-FRET cullin neddylation, biochemical; calls only at 25 µM; hit rate 0.58% among 360,000; in the data active means inhibition above about 36%
MsrA act = bovine methionine sulfoxide reductase A activation | purified bovine MsrA, absorbance read-out | activation, % at 10.6 µM | hit rate 0.3% among 360,000 | AID 602163; in the data active means activation above about 7.5%;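 further: 0% = vehicle and 100% = reference activator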
NRP1-CendR mod = alters CendR peptide binding to human NRP-1; O14786; FAM-RPARPAR peptide binding to NRP-1, fluorescence polarization; inhibition, % at 25 µM; hit rate 0.85% among 360,000;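 active means inhibition or corrected inhibition above about 18%, plus a signal ratio from 0.5 to 1.5, limit read from the data, passing the limit was not always enough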; further: strong numbers were not always called active
The depositor's hits bear a star; i = inactive; · = no result given; + = active, no number.

Every second line gives: NRP1-CendR mod	PABP1 MLLE inh	Rin1 Abl inh	SKN-1 inh	E coli Lon inh	FAS-TE inh	MT1-MMP act inh	Neddyl block	MsrA act
COc1ccc(NC(=O)N2CCN(c3ccc([N+](=O)[O-])cc3)CC2)cc1OC
  -6.6	0.7	-4.4	-10.3	9.8	12.1	2.8	i	-3.0
O=C(N/N=C1\CCCc2ccccc21)c1ccc([N+](=O)[O-])cc1Cl
  -10.8	-10.8	-0.5	12.7	-7.6	4.9	1.7	i	-4.0
COc1cccc(C(C)(O)c2nc(-c3cccc(F)c3)cs2)c1 (stereo not drawn)
  13.3	-1.5	-2.9	-6.3	3.3	19.4	-6.0	i	-0.4
CCOc1ccc(C(=O)NN2C(=O)C3C4C=CC(O4)C3C2=O)cc1 (stereo not drawn)
  17.0	23.4	-2.0	7.2	-2.2	-4.3	2.9	i	-0.9
COc1cc2c(cc1NC(=O)CSc1nnc(Cc3cccs3)n1C)oc1ccccc12
  -8.4	2.1	-1.9	-4.7	-0.7	6.1	1.2	i	0.6
CN(CC(=O)Nc1ccccc1Cl)C(=O)c1cc(C2CC2)nn1-c1ccccc1
  -5.8	-37.5	1.6	-8.1	-6.0	0.4	0.9	i	-0.7
O=C(O)c1ccc(CSc2nnc(-c3ccncc3)n2-c2ccc(Br)cc2)cc1
  6.3	-7.7	2.6	9.8	-2.9	-8.0	0.7	i	-2.9
O=c1c2ccccc2[nH]c(=S)n1Cc1ccccc1
  -0.3	-86.6	1.0	3.7	-2.2	11.0	-3.7	i	-2.8
COc1cc(C(=O)c2ccccc2C(=O)O)c(OC)c2c1CCCC2
  -4.8	9.0	1.7	30.3	-9.1	-2.0	-4.6	i	-5.0
CCO[C@H]1OC(C(=O)N2CCN(Cc3ccc4c(c3)OCO4)CC2)=C[C@@H](c2ccccc2)[C@@H]1CCCO
  1.9	23.1	3.3	-4.8	1.9	-17.0	2.6	i	-3.0
Cc1cc(N)ccc1NC(=O)c1ccccc1
  7.4	1.8	1.3	-17.2	-8.4	-7.3	4.8	i	-5.2
CCCC(=O)N1CCCC1(C)C(=O)Nc1ccc2c(c1)CCN2C(C)=O (stereo not drawn)
  4.8	-5.5	1.1	6.0	8.4	-2.5	4.4	i	-2.4
CCOC(=O)/C=C(/C)N1N=C(c2ccc(OC)cc2)CC1c1cccc([N+](=O)[O-])c1 (stereo not drawn)
  -4.2	-8.3	0.3	3.4	-2.7	38.3	0.1	i	-6.7
O=[N+]([O-])c1ccc(N2CCN(S(=O)(=O)c3ccccc3)CC2)cc1
  8.5	-1.2	-1.9	0.3	-24.5	20.1	9.5	i	-8.0
CS(=O)(=O)N(CC(=O)NCCSCc1ccco1)c1ccc2c(c1)OCO2
  13.1	-1.3	-3.0	-8.9	0.2	-3.8	1.7	i	-10.3
O=C(Nc1ncc(Br)s1)C(Cc1ccccc1)n1cccc1 (stereo not drawn)
  -0.7	-4.3	-0.4	-11.9	-0.1	9.1	-7.5	i	-5.4
CCOc1ccccc1C(=O)N(Cc1ccccc1)Cc1cc2cc3c(cc2[nH]c1=O)OCCO3
  15.2	2.5	1.2	0.1	1.5	-13.5	0.3	i	-8.3
CC(C)(C)CC(=O)O/N=C(\N)c1ccncc1
  0.0	4.8	-6.0	-3.2	-8.8	-8.7	2.6	i	-1.4
COCc1[nH]nc2c1C(c1ccsc1)C(C#N)=C(N)O2 (stereo not drawn)
  3.7	7.0	2.0	-13.3	-3.9	-2.8	0.9	i	1.5
c1ccc(-c2nnc(-c3ccccc3)nn2)cc1
  1.3	4.3	0.0	9.5	4.8	-1.9	1.5	i	-2.0
COC(=O)CSc1nnc(CNC(=O)c2ccc(OC)cc2OC)n1C
  -9.6	1.8	-0.1	13.9	-1.0	-3.7	-3.7	i	-1.1
O=C(O)c1cccc(-c2csc(C(O)c3ccc(F)cc3)n2)c1 (stereo not drawn)
  -3.6	1.0	1.0	0.7	-8.0	-2.4	2.3	i	-5.8
COc1ccc(NC(=O)Cn2c(=O)oc3cc(Cl)ccc32)c(OC)c1
  -6.4	-17.0	4.8	-3.7	-3.3	-2.7	10.7	i	-10.2
O=S(=O)(NC1CCCC1)c1ccc(S(=O)(=O)N2CCc3ccccc32)cc1
  -13.0	1.3	-0.9	19.7	9.5	37.1	-10.4	i	0.4
Cc1nc2ccccn2c1-c1csc(Nc2cccc(C(=O)O)c2)n1
  -2.8	27.9	1.5	13.1	-9.8	-6.6	-0.8	i	-6.0
N#Cc1ccccc1Sc1ccccc1C(=O)OCC(=O)NC12CC3CC(CC(C3)C1)C2
  -1.9	2.0	-1.3	-6.2	-15.7	26.9	-3.0	i	-9.7
Cc1ccccc1NC(=O)COC(=O)CC1CCCC1
  6.5	-3.4	5.5	1.2	-1.0	-2.4	3.5	i	-3.8
CC(=O)N(CCC1(C(C)C)CCOC(C)(C)C1)C(C)c1cccs1 (stereo not drawn)
  0.3	12.2	-0.9	-3.0	5.0	-4.7	-2.2	i	-1.0
O=C(Cn1cnc2cc([N+](=O)[O-])ccc2c1=O)Nc1cccc(S(=O)(=O)N2CCCCC2)c1
  -8.3	-36.9	-2.8	-0.1	-20.8	19.8	-0.3	i	1.8
O=C(Nc1cccc(Cl)c1)C1CCCN(S(=O)(=O)c2cnc[nH]2)C1 (stereo not drawn)
  -6.4	6.5	2.7	2.5	-4.5	-17.3	-0.7	i	-3.2
CCn1c(Sc2ccc(N)cc2Cl)nc2ccccc21
  1.0	-28.8	1.2	16.7	-2.8	3.3	6.2	i	-1.9
CN(CC1COc2ccccc2O1)C(=O)CCNS(=O)(=O)c1ccc(F)c(Cl)c1 (stereo not drawn)
  -2.3	17.8	-1.1	-5.5	2.4	10.2	1.3	i	-0.8
CN(CC(=O)Nc1ccccc1C(F)(F)F)C(=O)CCc1nc2sc3c(c2c(=O)[nH]1)CCCC3
  -17.5	1.8	2.5	-12.6	-9.2	-0.6	2.9	i	-7.7
Cc1cc(C)n(-c2ccc(C(=O)Nc3ccc(N4CCOCC4)cc3)cc2)n1
  -5.3	-7.8	-0.2	-5.7	-0.7	-3.9	-0.5	i	-0.4
O=C(NNC(=O)c1cc(Br)ccc1O)c1csc(N2CCOCC2)n1
  4.9	-9.1	10.5*	8.4	4.7	7.5	0.7	i	-2.5
N#Cc1ccc(N2CCCNCC2)nc1
  8.8	8.3	1.1	-8.5	-6.7	-2.0	-4.4	i	-3.7
O=C(O)c1cc(N=Cc2c(O)c3ccccc3oc2=O)ccc1O
  -0.3	-0.7	3.1	-7.5	1.3	-4.2	-11.4	+	0.5
COc1ccc(C(CNC(=O)c2cccc(S(=O)(=O)Nc3ccccc3OC)c2)N2CCCC2)cc1 (stereo not drawn)
  -6.7	-20.9	4.1	0.0	-0.2	-5.4	2.6	i	-6.2
CCNc1nc(NC(C)C)nc(N(C)C#N)n1
  14.3	-0.4	0.5	-4.2	-3.1	-9.5	3.9	i	-9.7
COc1ccc(/C=N/N=C2/NC(=O)C(CC(=O)NC(C)C)S2)cc1 (stereo not drawn)
  1.1	-3.3	-0.1	-6.0	7.5	-5.1	1.4	i	-5.0
CCOc1ccc(C2=[N+]([O-])C(C)(C)N(O)C2(C)C)cc1
  7.3	16.5	-1.9	-16.5	-1.2	-14.5	2.4	i	-8.5
CCN(CC)S(=O)(=O)c1ccc2c(c1)nc(CCC(=O)O)n2C
  -28.8	8.1	-0.7	6.9	-2.6	-5.8	10.2	i	-3.3
O=C(NCCCN1CCCCC1)C1CCN(c2ncnc3c2nc2n3CCCCC2)CC1
  6.3	11.5	-1.1	9.5	-6.9	-5.9	5.6	i	-3.1
CCOC(=O)c1ccc(NC2OC(=O)c3ccccc32)cc1 (stereo not drawn)
  -4.8	10.2	0.8	-3.8	-5.5	-1.6	-6.0	i	-0.1
O=C(O)Cn1cc(C(=S)N2CCOCC2)c2ccccc21
  -0.4	28.0	3.5	-5.0	-2.1	-9.6	3.8	i	-12.6

Just NRP1-CendR mod, Rin1 Abl inh and FAS-TE inh (four entries from above):
Molecule,NRP1-CendR mod,Rin1 Abl inh,FAS-TE inh
O=S(=O)(NC1CCCC1)c1ccc(S(=O)(=O)N2CCc3ccccc32)cc1,-13.0,-0.9,37.1
CCOc1ccc(C(=O)NN2C(=O)C3C4C=CC(O4)C3C2=O)cc1 (stereo not drawn),17.0,-2.0,-4.3
N#Cc1ccc(N2CCCNCC2)nc1,8.8,1.1,-2.0
CN(CC(=O)Nc1ccccc1Cl)C(=O)c1cc(C2CC2)nn1-c1ccccc1,-5.8,1.6,0.4

Following part:
Every second line gives: NRP1-CendR mod	PABP1 MLLE inh	Rin1 Abl inh	SKN-1 inh	E coli Lon inh	FAS-TE inh	MT1-MMP act inh	Neddyl block	MsrA act
O=c1[nH]c2ccccc2n1CCCSCCCn1c(=O)[nH]c2ccccc21
  1.0	4.3	8.7*	-31.1	0.8	-6.1	-4.6	i	-0.9
CC[C@@]12C(=O)N(c3ccccc3)C(=O)N1[C@H](c1ccc(OC)cc1)[C@@H]1C(=O)N(C(C)(C)C)C(=O)[C@@H]12
  4.9	-3.2	-0.4	-0.6	3.0	-10.0	-2.6	i	-3.1
CC(C)C(C(=O)NCC1CCCO1)N(CC1CCCO1)C(=O)CNS(=O)(=O)c1ccccc1 (stereo not drawn)
  12.6	-3.6	0.6	13.7	6.1	-2.0	-3.7	i	-3.7
Cc1ccc(NC(=O)CCC(=O)n2nc(C)cc2C)c(C)c1
  -11.0	-2.6	0.4	-4.4	0.9	-8.0	-1.1	i	-3.6
Cc1[nH]c2ccccc2c1/C=N/NC(=O)c1cccc(S(=O)(=O)Nc2ccccc2Cl)c1
  -14.7	-36.8	-0.7	-3.5	-14.0	-2.2	-2.5	+	-7.1
CC(Oc1ccc(C(C)(C)C)cc1)C(=O)NC1CC(C)(C)NC(C)(C)C1 (stereo not drawn)
  13.7	10.8	-0.1	10.4	2.1	2.5	-1.0	i	-4.6
NC(=O)c1ccc(NC(=O)Cn2c(=O)n(-c3ccccc3)c(=O)c3oc4ccccc4c32)cc1
  9.6	1.2	-0.5	-12.6	-0.5	-3.4	3.6	i	-3.1
CCOC(=O)c1[nH]c(C)c(CN(CCc2ccccc2)S(C)(=O)=O)c1C
  -2.6	-0.6	1.7	-10.8	-0.7	8.6	-3.4	i	-2.3
O=C(CCc1ccccc1)NC1CCS(=O)(=O)C1 (stereo not drawn)
  3.8	12.9	0.9	-2.5	5.1	-7.3	6.2	i	-7.9
CC(C)Oc1ccc(N2CC(C(=O)OCC(=O)NCc3ccccc3)CC2=O)cc1 (stereo not drawn)
  12.9	7.8	1.1	-7.1	0.5	-5.6	3.0	i	-7.0
Cc1nc2ccc(Br)cn2c1NC(C)(C)C
  -12.4	-6.7	3.6	4.9	-9.0	-5.7	3.2	i	-7.0
COc1ccccc1-c1ccc(C(=O)O)o1
  -9.9	-7.3	1.1	-24.4	9.0	-7.2	-1.5	·	-8.8
Cc1ccc(NC(=O)c2cccc(-n3cnnn3)c2)cc1Cl
  12.2	-16.9	-1.9	-7.1	-0.4	41.8	1.9	i	-1.8
COc1ccc(CCC(=O)NC(C)C2CCCO2)cc1 (stereo not drawn)
  8.1	8.7	-0.7	19.3	-9.5	-6.2	0.7	i	-1.2
O=C(CCNS(=O)(=O)c1ccc(Cl)cc1)N1CCOCC1
  6.0	1.6	-1.0	9.6	0.1	2.2	-1.8	i	-3.2
